5HT1a antag: 5-HT1a (human) receptor antagonism; CHO 5-HT1a Ga15 NFAT-bla reporter, antagonist mode; inhibition, % at 10 µM; 62,000 compounds, 0.68% hits;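 active means inhibition above the mean of all tested compounds plus 3 SD, cut at about 43% in these data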;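 further: receptor stimulated by 5-CT agonist at 100 nM near EC80; beta-lactamase reporter measured by ratiometric fluorescence of a cleavable substrate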
S1P1 ag-PAM: agonists and agonism potentiators of human S1P1 receptor; 56,000 compounds, 0.57% hits; activation, % at 9.5 µM; S1P1 CRE-bla cells, forskolin, beta-lactamase FRET, potentiator mode; S1P1 agonist co-added at EC20, 2 nM; 100% = saturating reference agonist, 0% = basal;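 active means activation above a cutoff set at the mean activation of all tested compounds plus 3 SD, cut at about 54% in these data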;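 further: forskolin at 4 µM as EC80 and the EC20 agonist is SEW2871; 100% = SEW2871 at its EC100 plus forskolin at EC80; some compounds past the cut are filed as inactive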
Target sequence (P21453 whole entry, looked up): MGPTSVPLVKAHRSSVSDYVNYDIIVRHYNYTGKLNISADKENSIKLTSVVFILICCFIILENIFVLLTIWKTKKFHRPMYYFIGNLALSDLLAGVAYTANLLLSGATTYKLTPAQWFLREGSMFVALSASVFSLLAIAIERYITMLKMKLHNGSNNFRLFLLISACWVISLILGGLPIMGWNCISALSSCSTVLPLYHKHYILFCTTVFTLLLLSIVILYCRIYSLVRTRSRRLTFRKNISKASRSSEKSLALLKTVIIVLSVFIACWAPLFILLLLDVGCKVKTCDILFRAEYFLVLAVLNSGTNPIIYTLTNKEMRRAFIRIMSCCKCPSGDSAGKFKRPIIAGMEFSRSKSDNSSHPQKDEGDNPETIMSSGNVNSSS
HTR1E agonist: activates the human 5-HT1E serotonin receptor. CHO 5-HT1E Ga15 NFAT-bla reporter, FRET; 0% DMSO wells, 100% control agonist wells. activation, % at 6 µM. 65,000 compounds, 0.69% hits. AID 574;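 active means activation above a set limit, the screen-wide mean activation plus 3 SD, cut at about 8.5% in these data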;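 further: 100% = positive control agonist at 1 µM giving full maximal response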
S1P3 ag: S1P3 (human) receptor agonism; activation, % at 4.5 µM; S1P3 NFAT-BLA reporter cells, FRET ratio; relative to 1 µM S1P, basal subtracted; AID 373; 60,000 compounds, 0.1% hits;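 active means activation above the screen-wide mean plus 3 SD, cut at about 4.5% in these data, passing the limit was not always enough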; further: some compounds called inactive have numbers as strong as hits
Target sequence (Q99500 whole entry, looked up): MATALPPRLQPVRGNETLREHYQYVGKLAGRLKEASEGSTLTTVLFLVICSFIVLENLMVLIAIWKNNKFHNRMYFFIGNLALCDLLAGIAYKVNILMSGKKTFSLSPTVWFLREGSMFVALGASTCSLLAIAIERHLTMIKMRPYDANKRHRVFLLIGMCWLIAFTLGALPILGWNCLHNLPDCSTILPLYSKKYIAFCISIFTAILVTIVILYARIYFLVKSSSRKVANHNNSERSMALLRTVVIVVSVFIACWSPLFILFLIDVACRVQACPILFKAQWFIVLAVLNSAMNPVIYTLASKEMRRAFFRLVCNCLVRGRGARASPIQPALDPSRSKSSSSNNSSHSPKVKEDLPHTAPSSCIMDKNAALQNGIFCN
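material = human S1P3 NFAT-BLA reporter CHO cells | schedule = 4 h compound at 37 °C, 2 h substrate at RT | measured by = fluorescent BLA substrate, ex 405 nm, em 460/535 nm ratio | controls = 1 µM S1P reference | replication = primary once, confirmation triplicate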
Jurkat tox 60K: cytotoxicity toward Jurkat cells; Jurkat E6.1 viability, ATP luminescence, 48 h; inhibition, % at 4 µM; 56,000 compounds, 1.2% hits;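 active means inhibition above the mean inhibition of all tested compounds plus 3 SD, cut at about 28% in these data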
HTR1E antagonist: 5-HT1E (human) receptor antagonism; 65,000 compounds, 0.99% hits; CHO 5-HT1E Ga15 NFAT-bla reporter, FRET, antagonist; P28566; inhibition, % at 6 µM;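 active means inhibition above a set limit, the mean inhibition across every tested compound plus 3 SD, cut at about 29% in these data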;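 further: signal is the 460 over 535 nm emission ratio of beta-lactamase substrate; 0% = agonist plus DMSO wells and 100% = wells without agonist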
M1 ag: M1 muscarinic receptor agonism; CHO-M1 cells, Fluo-4 calcium fluorescence, agonist mode; active compounds read high; 64,000 compounds, 3% hits; B-score at 10 µM;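 active means fluorescence rise, raw or as B-score row- and column-corrected plate score, outside the 99.7% band of its plate's samples, either direction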
5HT1a ag: agonists of human 5-HT1a serotonin receptor; P08908; CHO 5-HT1a Ga15 NFAT-bla reporter, FRET ratio; 0% basal, 100% maximal reference agonist; activation, % at 10 µM; 65,000 compounds, 0.56% hits; AID 567;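 active means activation above the screen-wide mean activation plus 3 SD, cut at about 19% in these data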;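 further: 0% = DMSO wells and 100% = 5-CT at EC100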
M1 antag: M1 muscarinic receptor (rat) antagonism; AID 628; 64,000 compounds, 3.4% hits; CHO-M1 cells, Fluo-4 calcium, ACh EC80 antagonist mode; active compounds read low; B-score at 10 µM; P08482;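 active means calcium fluorescence response, raw or row-and-column corrected B-score, differing from the plate sample mean either way at a set confidence level, mostly lower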
Numbers without * were called inactive; . = not tested or not shown.

Start of the data: the first 2 entries, ahead of the listing:
SMILES	5HT1a antag	S1P1 ag-PAM	HTR1E agonist	S1P3 ag	Jurkat tox 60K	HTR1E antagonist	M1 ag	5HT1a ag	M1 antag
Cc1c(N=Cc2nc3ccccc3[nH]2)c(=O)n(-c2ccccc2)n1C	-4	.	-1.1	.	.	12	-0.1	0.7	0.15
CCN(CC)S(=O)(=O)c1csc(C(=O)NC2CCCCC2)c1	1	6	1.2	1.1	-2	2	-1	0.2	0.53

The whole of this part, from the start:
SMILES	5HT1a antag	S1P1 ag-PAM	HTR1E agonist	S1P3 ag	Jurkat tox 60K	HTR1E antagonist	M1 ag	5HT1a ag	M1 antag
Cc1c(N=Cc2nc3ccccc3[nH]2)c(=O)n(-c2ccccc2)n1C	-4	.	-1.1	.	.	12	-0.1	0.7	0.15
CCN(CC)S(=O)(=O)c1csc(C(=O)NC2CCCCC2)c1	1	6	1.2	1.1	-2	2	-1	0.2	0.53
Cc1c(C(=O)Nc2ccc3c(c2)OCO3)sc2nc(-c3ccccc3)cn12	10	37	0.0	-0.6	16	-5	-0.9	-0.7	-0.16
COc1ccc(C2C3=C(CCCC3=O)Nc3nc(SCc4ccccc4)nn32)cc1OC (configuration not stated)	2	-2	0.8	-1.1	-3	6	0.029	3.6	0.0036
CCOC(=O)c1ccc(NC(=O)CCc2ccc(CC)o2)cc1	1	11	0.6	-0.1	-5	-7	-0.036	0.5	-0.45
Cc1ccc2cccc(Oc3cnccn3)c2n1	4	0	-0.1	-0.2	-2	-5	-1.1	-2.3	0.62
Nc1nc(CSc2nnnn2-c2ccc(F)c(Cl)c2)nc(N2CCOCC2)n1	-18	-16	0.9	0.0	0	10	-1.1	-1.1	0.39
O=C(c1cn(-c2ccccc2)nc1-c1ccc(Cl)s1)N1CCOCC1	6	6	0.1	-0.1	-5	-7	7.7*	-6.2	-0.25
CC1(c2ccc(Cl)cc2Cl)OCC(Cn2ccnc2)O1 (configuration not stated)	16	7	-1.8	-1.3	12	12	-0.83	0.7	-0.28
Cc1c(/C(O)=C2/C(=O)C(=O)N(CCN3CCOCC3)C2c2cccs2)cnn1-c1ccccc1 (configuration not stated)	5	-6	-1.3	0.4	2	-4	-1.3	2.0	0.83
COc1ccc(-n2c(=O)c3ccccc3n(CC(=O)NC3CCCC3)c2=O)c(OC)c1	9	.	-1.1	.	.	-7	-1.9	1.4	0.27
CC1CCN(C(=O)c2ccc(NC(=O)C3CCCO3)cc2)CC1 (configuration not stated)	3	.	-1.1	.	.	4	0	-0.1	-0.16
COc1ccc(N2CCN(C(=O)c3ccc(NS(=O)(=O)c4cccc(F)c4)cc3)CC2)cc1	2	.	0.1	-0.4	6	-2	-0.97	-1.7	-0.1
O=C(CCNC(=O)c1ccc(Br)o1)NCc1ccccc1Cl	2	-12	-0.1	0.2	-3	-9	0.13	-1.7	-0.84
CCN1C(=O)c2cccc3c(NC(=O)c4cccc(N5C(=O)CCC5=O)c4)ccc1c23	8	-51	-0.1	-1.2	-3	10	2.4	-3.0	-1.3
CC1CCCN(CC(O)COc2ccc(Cl)cc2)C1 (configuration not stated)	-5	15	-0.8	-1.4	-1	7	-0.38	-1.7	-0.41
O=S(=O)(Nc1ccc2c(c1)nc1n2CCOC1)c1ccccc1	-20	-17	0.5	-1.6	0	1	0.4	-1.6	-0.047
COc1ccc(-n2nc3cc(C)c(N)c(Br)c3n2)cc1	4	39	0.0	-0.8	-4	13	0.42	-1.2	0.038
O=S(=O)(c1cccc(Cl)c1)N1CCCC1	1	.	131*	.	.	3	0.017	2.0	-0.2
CC(=O)SCC(=O)N=c1sc2cc(F)ccc2n1C	2	.	-1.5	.	.	-6	0.075	-2.4	-0.061
CCOC(=O)N1CCN(Cc2cc(=O)oc3ccc4ccccc4c23)CC1	12	-2	-0.6	2.8	-3	-5	-0.56	3.8	0.27
Cc1noc(C(=O)NCc2cccnc2)c1Cl	2	-14	-0.6	-1.3	2	-2	0.22	-1.8	-0.26
Cc1ccccc1N(Cc1nnc2n1CCCCC2)C(=O)Nc1ccccc1	-9	-2	0.3	-0.2	-4	-77	-0.67	-0.1	0.96
COc1ccc2oc(=O)c(C(=O)N3CCc4ccccc43)cc2c1	-3	-6	-0.2	-0.1	-1	1	0.0092	-0.4	0.78
COC(=O)c1oc2ccccc2c1NC(=O)CN1CCCC1	-9	-29	0.6	-0.7	6	-8	-0.25	-4.5	0.19
O=C(O)c1cc(-c2ccc3c(c2)OCO3)nc2ccccc12	-5	9	0.4	0.0	-2	-4	-0.12	2.1	0.4
O=C(NCC1CCCO1)C1CCCN(Cc2cnn(-c3ccccc3)c2-n2cccc2)C1 (configuration not stated)	-1	-12	-0.7	-1.1	2	-3	-0.12	1.4	-0.72
CCCCCCc1nnc(NC(=O)OCC)s1	2	-7	-0.2	-1.5	9	13	-0.019	-2.4	-0.52
O=C(CCCC(=O)N(CC(=O)NC1CCCCC1)CC1CCCO1)Nc1ccccn1 (configuration not stated)	2	1	-0.8	-1.2	2	2	0.045	-1.5	-0.4
COc1cc(/C=N/n2nnnc2N)ccc1O	.	0	-0.2	-4.2	.	4	-0.12	-0.4	-0.74
CCN1CCN(CC(=O)Nc2cccc(C)c2)C(=O)C1=O	-6	-16	0.2	-0.9	5	5	-0.66	1.3	0.55
Cc1nc2ccc(C(=O)c3ccccc3)cc2[nH]1	1	-21	-0.3	0.3	-2	-5	0.017	-3.6	-0.44
Cc1cc(C(=O)NCc2ccccc2)no1	-6	-13	-0.3	-0.4	6	1	0.47	-2.4	0.0092
Cc1ccsc1CN1CCN(c2ccccn2)CC1	-6	9	4.5	-1.3	0	-15	.	-4.3	.
O=C(NC(NCCCN1CCOCC1)(C(F)(F)F)C(F)(F)F)C1CCCCC1	2	-2	0.6	-0.1	-9	-2	-1.2	-2.6	0.17
COc1cccc(CN(C(=O)c2ccco2)C(C(=O)NC2CCCC2)c2cccnc2)c1 (configuration not stated)	19	6	-0.8	-0.4	-5	-5	0.2	-2.0	-1
COc1ccc(C(=O)Nc2ccccc2-c2nnn(CC(=O)NCc3ccco3)n2)cc1	-4	.	8.2	.	.	13	-0.42	1.8	-0.04
CCCC1C2CN(C(C)C)CC=C2C(C#N)=C(N)C1(C#N)C#N (configuration not stated)	-4	-10	2.0	0.8	-2	0	8.3*	6.0	0.61
Cc1c(O)ccc(C(=O)COc2ccccc2F)c1O	-23	23	-1.0	-0.2	-2	3	-0.48	-1.8	-0.12
N#Cc1cccc(NC(=O)Nc2cccs2)c1	10	35	0.1	-0.6	-4	-7	11*	-1.7	-2.6
CCOC(=O)c1c(C)[nH]c(C)c1C(=O)COC(=O)CCOc1ccccc1OC	6	-4	-0.3	-1.2	8	16	-0.037	-2.0	-0.16
FC(F)(F)c1ccccc1Nc1nccs1	-12	0	0.0	-0.1	0	0	-0.033	-3.4	0.65
COc1ccc(C2=NO[C@@H]3C(=O)N(c4c(C)cccc4C)C(=O)[C@H]23)cc1OC	4	3	-0.4	-1.2	8	1	0.017	-4.8	0.48
O=C(c1ccc2c(c1)OCO2)N1CCN(c2ccccc2F)CC1	-6	.	0.0	.	.	8	-0.24	1.2	1
CCn1c(SCc2c(F)cccc2Cl)nnc1-c1ccco1	16	.	-0.8	-1.2	2	-13	0.35	1.0	0.41

Some entries already given, showing only M1 antag and 5HT1a ag.
SMILES	M1 antag	5HT1a ag
O=S(=O)(c1cccc(Cl)c1)N1CCCC1	-0.2	2.0
CCOC(=O)c1c(C)[nH]c(C)c1C(=O)COC(=O)CCOc1ccccc1OC	-0.16	-2.0
COC(=O)c1oc2ccccc2c1NC(=O)CN1CCCC1	0.19	-4.5
Cc1cc(C(=O)NCc2ccccc2)no1	0.0092	-2.4

Next part.
SMILES	5HT1a antag	S1P1 ag-PAM	HTR1E agonist	S1P3 ag	Jurkat tox 60K	HTR1E antagonist	M1 ag	5HT1a ag	M1 antag
CCOC(=O)c1ccc(Oc2nc(SC)nc(N(C)C)n2)cc1	3	-36	0.1	-1.4	4	-4	-0.86	-1.4	0.3
Cc1ccc(CC(CC(=O)O)C(=O)NC2CCCCC2)cc1 (configuration not stated)	7	13	-0.6	-1.5	1	-2	0.93	-3.2	0.67
Cc1ccc(C)c(OCc2nnc(NC(=O)c3ccco3)s2)c1	.	-2	-0.2	-2.0	.	5	-0.16	-0.9	1.5
COc1ccc(CN(Cc2cc3cc(C)ccc3[nH]c2=O)C(=O)N(C)C)cc1	5	11	1.1	0.2	-4	-3	0.71	-0.8	-0.86
CCc1nnc(NS(=O)(=O)c2ccc(NC(=O)OC)cc2)s1	-2	-3	0.2	-1.0	3	0	-0.58	-1.4	0.073
O=C(O)CCC(=O)N1CCC(C(=O)c2cccc(Cl)c2)CC1	0	12	3.2	-0.5	7	16	0.064	0.4	-0.69
CC(CCc1ccccc1)NC(=O)CSc1nnnn1C (configuration not stated)	0	.	0.2	.	.	7	-0.33	-1.1	0.019
CCCn1c2ccccc2c2nnc(SCC(=O)OC)nc21	22	-1	-1.7	-0.9	1	30*	0.35	1.9	-0.037
Cc1cnc(-c2nnc(N(C)C(=O)c3cccnc3)s2)cn1	-5	-12	-0.9	-0.6	-8	6	1.6	-1.9	0.045
O=C(NCCCN1CCCC1=O)c1ccccc1NS(=O)(=O)c1ccc(F)cc1	-3	.	-1.2	.	.	-3	-0.34	0.7	-0.29
CCOC(=O)N1CCN(S(=O)(=O)c2ccc(C(=O)Nc3nc4ccccc4s3)cc2)CC1	2	11	0.1	-0.6	-6	4	-0.28	3.0	0.17
COc1cc(NC(=O)NCCN2CCN(c3ccc(Cl)cc3)CC2)ccc1C	-5	.	0.8	-0.5	8	0	-0.49	0.4	-0.4
Cc1cccc(Cn2c(N3CCN(c4ccccc4)CC3)nc3c2c(=O)n(C)c(=O)n3C)c1	4	-9	0.8	0.0	-5	-6	0.95	0.6	-0.31
Cc1ccc(S(=O)(=O)CC(C)N2CCOCC2)c(S(=O)(=O)CC(C)N2CCOCC2)c1 (configuration not stated)	-2	-13	-0.5	0.9	-7	-2	-0.41	-1.4	-0.91
CC(CN1CCCCC1)OC(=O)c1cc2ccccc2o1 (configuration not stated)	-10	-31	1.6	0.2	0	0	-1.1	46*	-4.7*
O=C(COC(=O)c1ccccn1)Nc1ccccc1Cl	16	16	-0.2	-1.2	13	7	0.11	-3.5	-0.56
CC(C)c1nc2oc3c(NCC4CCCO4)ncnc3c2c2c1COC(C)(C)C2 (configuration not stated)	2	-50	0.3	-0.6	-3	16	4.5*	-2.5	-0.059
CCCc1[nH]nc2c1C(c1ccc(OCCN3CCOCC3)c(OCC)c1)C(C#N)=C(N)O2 (configuration not stated)	6	.	-0.2	0.1	3	4	-1.2	-1.0	-0.53
CCn1c(SCCOc2ccc(Cl)cc2)nnc1-c1cccs1	11	-10	-0.5	-1.1	5	-5	0.24	-1.3	-2
O=C(C(Cc1ccccc1)n1cccc1)N1CCN(c2ncccn2)CC1 (configuration not stated)	7	-9	-0.1	-1.0	4	15	-0.31	-2.7	0.66
Fc1ccc(CNc2nc(-c3ccco3)cc(C(F)(F)F)n2)cc1	19	.	-1.2	.	.	5	0.85	-3.7	-0.68
CC(=O)N(Cc1ccco1)C1(C(=O)NC2CCCCC2)CCCCC1	30	.	-1.6	.	.	-1	0	-0.8	2.1*
NS(=O)(=O)c1ccc(NC(=O)CN2CCCCC2)cc1	3	-10	-0.5	-0.8	-1	0	-0.53	-1.1	-0.31
CCN(CCCNC(=O)COc1cc(=O)n(C)c2ccccc12)c1cccc(C)c1	1	-31	24*	-0.5	-7	-12	0.25	0.4	-1.9*
